PME-1 primary = blocks human protein phosphatase methylesterase 1; Q9Y570; 320,000 tested, 0.53% active; recombinant PME-1, FP-Rh probe fluorescence polarization; inhibition, % at 5.9 µM;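 active = inhibition above the campaign mean of all compounds plus 3 SD, cut at about 26% in these data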;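 note: competitive labeling of PME-1 active site by serine hydrolase directed probe; 0% = PME-1 with DMSO and 100% = wells lacking PME-1 enzyme; inhibitors block probe labeling so polarization falls and inhibition rises; many of its hits are not listed in these tables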
PAD4 inh = PAD4 (human) enzyme inhibition | AID 485272 | recombinant PAD4, RCA probe fluorescence polarization | inhibition, % at 6.36 µM | 330,000 tested, 0.41% active;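 active = percent inhibition above a cutoff equal to the mean of all tested compounds plus 3 SD, cut at about 15% in these data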;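 note: 0% = PAD4 with RCA probe and DMSO and 100% = probe without PAD4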
GSTO1 counter = GSTO1 inhibition, counter-screen for RBBP9 inhibitors | recombinant GSTO1, activity-based probe fluorescence polarization | inhibition, % at 5.96 µM | 300,000 tested, 1.1% active | AID 1974;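 active = inhibition above the campaign mean inhibition plus 3 SD, cut at about 35% in these data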;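 note: 0% = GSTO1-1 with DMSO and 100% = wells lacking GSTO1-1 enzyme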
TPT1 inhibitor = inhibitors of Candida albicans tRNA 2'-phosphotransferase TPT1. recombinant caTPT1, FP RNA substrate dephosphorylation. 300,000 tested, 0.81% active. inhibition, % at 5 µM. AID 1962;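 active = inhibition above the mean of all tested compounds plus 3 SD, set per screening campaign, cut at about 24% in these data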;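 note: plate controls were DMSO alone for no effect and ferristatin control at 100 nM for full effect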
MCL1 BIM primary = inhibitors of human MCL1 binding to BIM-BH3 peptide; GST-MCL1 / FITC-Bim-BH3 fluorescence polarization; 320,000 tested, 0.68% active; AID 2057; inhibition, % at 10.9 µM; Q07820;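 active = inhibition above the mean inhibition of all tested compounds plus 3 SD, set per campaign, cut at about 40% in these data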;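 note: 0% = DMSO wells and 100% = unlabeled Bim-BH3 peptide control; higher means more loss of mP so more displacement of Bim peptide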
GLD-1 RNA inh = GLD-1-TGE RNA interaction inhibition (C. elegans); Q17339; purified GLD-1 + fluorescein TGE RNA, fluorescence polarization; inhibition, % at 5.96 µM; 320,000 tested, 0.44% active;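 active = percent inhibition above a per-plate cutoff, the plate mean of test compounds plus 3 SD, cut at about 30% in these data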;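 note: 0% = DMSO wells with GLD-1 and probe and 100% = wells lacking GLD-1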
Target sequence (Q17339 whole entry, looked up): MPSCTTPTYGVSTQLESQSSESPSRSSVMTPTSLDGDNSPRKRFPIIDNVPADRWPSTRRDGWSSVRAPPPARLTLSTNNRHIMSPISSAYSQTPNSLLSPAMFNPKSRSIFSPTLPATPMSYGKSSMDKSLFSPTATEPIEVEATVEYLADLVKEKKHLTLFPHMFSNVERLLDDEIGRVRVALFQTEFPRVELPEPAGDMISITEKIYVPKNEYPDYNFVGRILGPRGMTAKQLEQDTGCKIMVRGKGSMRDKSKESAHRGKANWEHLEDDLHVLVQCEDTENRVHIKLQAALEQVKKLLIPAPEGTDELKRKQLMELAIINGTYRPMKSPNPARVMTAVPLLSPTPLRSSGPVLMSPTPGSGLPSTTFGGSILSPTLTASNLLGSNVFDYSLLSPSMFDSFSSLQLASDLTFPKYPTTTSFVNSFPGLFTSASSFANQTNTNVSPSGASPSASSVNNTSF
Fam108B inh = Fam108B inhibition, counter-screen for RBBP9 inhibitors; recombinant Fam108B, FP-Rh probe fluorescence polarization; inhibition, % at 9.51 µM; 300,000 tested, 0.33% active;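 active = inhibition above the screen mean inhibition plus 3 SD, computed separately per campaign, cut at about 18% in these data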;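 note: inhibitors lower polarization as less probe binds the enzyme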
MEX-5 binding = C. elegans MEX-5 TCR-2 RNA binding activity; 300,000 tested, 0.38% active; MEX-5/FITC-TCR2 RNA binding, fluorescence polarization; active compounds read low; AID 1832; activity score (negative = inhibition of binding), % at 10 µM; Q9XUB2;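 active = inhibition past about -25% in most replicates, and total fluorescence under double the plate's negative control median, limit read from the data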;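 note: 0% = DMSO and -100% = 5 µM competing unlabeled TCR2 RNA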
Target sequence (Q9XUB2 whole entry, looked up): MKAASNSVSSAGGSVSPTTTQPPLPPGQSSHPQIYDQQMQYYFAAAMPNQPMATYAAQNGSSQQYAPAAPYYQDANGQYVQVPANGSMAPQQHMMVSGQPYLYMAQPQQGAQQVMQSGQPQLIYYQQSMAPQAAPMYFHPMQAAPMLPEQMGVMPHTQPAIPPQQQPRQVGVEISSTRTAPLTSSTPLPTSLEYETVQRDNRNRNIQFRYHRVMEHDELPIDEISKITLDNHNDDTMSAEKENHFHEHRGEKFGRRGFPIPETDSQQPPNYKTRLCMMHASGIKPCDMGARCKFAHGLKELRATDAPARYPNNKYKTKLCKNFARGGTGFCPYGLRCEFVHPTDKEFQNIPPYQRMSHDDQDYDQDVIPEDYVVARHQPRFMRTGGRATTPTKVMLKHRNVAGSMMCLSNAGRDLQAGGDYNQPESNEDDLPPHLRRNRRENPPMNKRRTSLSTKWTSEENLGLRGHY
BCLXL inh = blocks human Bcl-xL binding to Bim BH3 peptide | Q07817 | inhibition, % at 10.9 µM | 320,000 tested, 0.7% active | AID 2129 | GST-Bcl-xL / FITC-Bim BH3 peptide fluorescence polarization;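 active = inhibition above the mean of all tested compounds plus 3 SD, cutoff set per campaign, cut at about 30% in these data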;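 note: 0% = DMSO wells and 100% = unlabeled Bim-BH3 peptide competitor; inhibitors lower millipolarization by displacing the labeled peptide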
* = called active by the depositor; . = not tested or not shown. An excerpt (hit frequency here may not be typical).

Each structure is followed by: MCL1 BIM primary, MEX-5 binding, TPT1 inhibitor, GLD-1 RNA inh, PAD4 inh, PME-1 primary, GSTO1 counter, Fam108B inh, BCLXL inh
NC(=O)c1ccccc1NC(=O)/C=C/c1ccc(Cl)cc1
    5.1, -0.8, -0.7, 56.2*, -0.9, -100.0, -1.6, -3.9, 0.9
CCN(c1ccccc1)S(=O)(=O)c1ccc2ccccc2c1
    7.8, 1.6, -1.2, -3.5, -6.2, 3.0, -1.9, 5.6, -0.6
COc1cc(C(=O)NC(=S)Nc2nccs2)cc(OC)c1OC
    16.4, 0.5, 0.9, -2.2, 2.1, -8.7, 6.8, 2.5, 11.0
COc1ccccc1OCC(=O)N1CCCCCCC1
    5.6, 1.1, 1.6, 0.3, 0.0, -3.0, -1.6, -4.3, 8.0
COc1ccccc1C(=O)N=C1NC(=O)CC2C(=O)NCCN12 (configuration not stated)
    -1.7, -0.7, 2.3, -2.3, -0.8, -9.8, -2.0, 0.4, -2.0
Cc1ccc(NC2=NCC(=O)N2C2CCCC2)c(C)c1
    6.5, 2.1, -3.8, 5.9, -1.5, -0.8, -4.9, -8.2, 2.3
COc1cccc(N2CCN(S(=O)(=O)c3ccc(CN4C(=O)c5cccnc5C4=O)cc3)CC2)c1
    3.8, -0.9, 1.1, 0.2, -4.5, 5.3, 1.0, 4.5, 3.9
CCOC(=O)c1sc(=S)n(-c2ccc(Cl)cc2)c1SC
    -3.4, 0.4, 2.6, -6.8, -0.8, -0.2, 0.7, -2.2, 0.1
O=C1C2C(C(=O)N1/N=C/c1cc(Br)cc([N+](=O)[O-])c1O)C1C=CC2C12CC2 (configuration not stated)
    34.4, -2.0, 3.6, -2.9, 2.7, -0.4, 13.5, -0.2, 10.3
CCC1(c2ccc(OC)cc2)NC(=O)N(CC(=O)NC2CCCCC2C)C1=O (configuration not stated)
    0.3, ., ., 5.0, 2.7, -0.5, ., ., 2.5
Cc1ccc(-c2cc(C(=O)OCC(=O)N(C)C3CCS(=O)(=O)C3)c3ccccc3n2)c(C)c1 (configuration not stated)
    -4.8, 1.4, -0.8, 2.8, 0.7, -0.5, -1.7, -1.5, -10.0
COc1cc2c(-c3ccccc3)c(C)oc2cc1/C=N/NC(N)=S
    4.5, 0.7, -1.2, 1.2, 2.6, 2.9, 0.1, 0.7, -1.0
COc1cc2c(cc1OC)C(c1ccccc1)N(C(=O)CCl)CC2 (configuration not stated)
    0.1, 1.5, -0.5, -1.5, 5.5, 9.9, 88.1*, 2.7, 5.6
O=C(Nc1nc2ccccc2s1)c1ccc2c(c1)OCO2
    -2.5, -1.8, -0.5, -3.3, 5.4, -10.2, 1.0, 2.8, 0.1
CC1CCN(C(=O)CN(c2ccc3c(c2)OCO3)S(C)(=O)=O)CC1
    2.2, 0.3, 0.4, 3.9, -1.8, -4.4, 2.9, -3.0, 4.4
COc1ccc2c(c1)CCc1cnc(N)nc1-2
    -6.2, -2.1, 0.1, -0.2, -0.3, 3.3, 2.4, 5.9, 1.9
CNS(=O)(=O)c1cccc(C(=O)NCC2CCCCC2)c1
    6.0, -3.2, 0.4, -0.8, 0.8, -1.3, 5.6, -4.4, 2.2
CCOc1cc(/C=C2/NC(=O)N(CC(=O)OC)C2=O)ccc1O
    -0.2, -0.4, -4.3, -3.8, -1.1, 7.0, -3.5, 5.1, 1.5
Oc1ccc(N=Nc2cccc(C(F)(F)F)c2)cc1C=Nc1ccc(N2CCOCC2)cc1
    9.2, 1.1, -2.0, 3.7, -11.2, 4.3, 8.0, 10.3, 6.5
Clc1ccc(C(c2nnnn2CCc2ccccc2)N2CCSCC2)cc1 (configuration not stated)
    8.6, -2.4, 7.3, 1.7, -12.6, -3.7, 6.6, -5.1, -2.1
Cc1ccsc1/C=N/NC(=S)NCCc1ccccc1
    -0.1, -0.9, -0.3, 11.1, -1.3, -2.6, -17.9, 1.6, 2.4
O=C(O)CCC(=O)NNC(=O)c1ccc(Br)cc1
    5.2, -0.5, 3.8, -0.1, -2.0, -0.6, 1.3, -0.1, 4.7
Cn1ncc(Br)c1NC(=O)c1cc(Cl)cc(Cl)c1
    -3.9, 0.7, -2.6, 7.9, 2.0, 0.8, -2.8, -0.5, -2.1
COc1ccccc1[C@@]1(C)ON(c2ccccc2C(F)(F)F)C1=O
    6.7, ., ., -0.1, 7.3, 9.7, ., ., 3.5
O=S(=O)(c1ccc(Cl)c(F)c1)N1CCC(c2nc(-c3ccncc3)no2)CC1
    3.6, 1.1, 1.3, 3.2, 0.0, 5.0, -0.8, -0.2, 2.2
Cc1ccc(OCC(=O)N2CCOCC2)c([N+](=O)[O-])n1
    -4.2, 2.4, -0.3, 2.7, 1.2, -3.7, 1.7, 2.1, -3.5
COCC1CCN(C(=O)c2cc(COc3ccc(-n4cncn4)cc3)on2)C1 (configuration not stated)
    4.2, 0.8, 0.1, 1.2, 2.8, 2.3, -3.2, -0.1, 5.2
CC(=O)c1c(CC(=O)O)[nH]n(-c2nc3ccccc3s2)c1=O
    21.2, -1.7, 3.1, 0.6, -1.7, 2.6, 3.3, 2.9, 5.2
Cc1ccccc1CN(c1ccc(C(=O)NCC2CCCO2)cc1)S(C)(=O)=O (configuration not stated)
    8.5, -2.0, -3.1, -4.0, -0.4, 3.1, 3.2, 2.0, 0.8
CCOc1cc(S(=O)(=O)NCCc2ccc(OC)c(OC)c2)c(OCC)cc1-n1cnnn1
    -2.0, -1.1, 3.4, -1.5, -0.3, 0.8, 2.5, 2.6, 0.6
CCN(C(=O)CSc1nncn1-c1ccccc1)C1CCS(=O)(=O)C1 (configuration not stated)
    -3.3, -2.7, -0.2, 0.9, 0.2, 5.0, 7.9, 4.5, -0.1
CC(=O)c1cccc(NC(=O)C(C)OC(=O)CNC(=O)c2ccc(C)s2)c1 (configuration not stated)
    -0.3, -0.4, -1.3, -2.3, 1.7, -0.4, 3.5, 1.0, -1.0
Cc1ccnc(NC(=O)CCCNC(=O)c2ccc(Cl)cc2)c1
    0.9, -1.7, 0.7, 0.8, -3.3, -0.4, -5.7, -1.5, 2.7
COc1ccc(N(CCCN2C(=O)c3cccc4cccc(c34)C2=O)C(=O)c2ccncc2)cc1
    1.8, -1.4, -0.2, 5.5, -2.6, -5.3, 9.9, -3.2, 6.0
COc1cc(N)c(Cc2nccc3cc(OC)c(OC)cc23)cc1OC
    121.0*, -1.0, -51.8, 16.8, -15.6, -0.7, 14.1, -0.5, 114.9*
Cc1nc(NCc2ccccn2)c2ccccc2n1
    4.3, 1.8, 6.3, -16.2, -3.0, 2.0, 3.0, -1.9, 2.9
CC1(C)NC(=O)N(CC(O)COc2cccc(F)c2)C1=O (configuration not stated)
    2.1, 1.6, -5.2, -1.9, 2.3, -3.7, 2.6, -0.1, 8.2
O=C(Nc1ccccc1)Nc1nc2ccccc2s1
    -11.4, 0.7, 4.5, 3.5, -0.3, -22.4, -5.2, -8.0, -22.5
Cc1ccccc1Cn1ccc(NC(=O)c2nn(C)cc2[N+](=O)[O-])n1
    -4.4, 0.6, -1.1, 0.8, 2.1, -6.6, 4.0, 2.9, 3.4
CN(C)c1ccc(/C=N/N2C(=O)c3ccccc3C2=O)cc1
    5.5, -2.5, -0.5, -4.7, 0.2, -3.6, 8.7, -1.3, 4.2
N#Cc1c(Cl)nsc1NC(=O)c1ccccc1
    11.0, 0.3, 1.9, -1.4, -9.2, -5.3, -7.2, -4.3, 6.1
Cc1ccnc(SCc2cc(=O)c(OC(=O)c3ccco3)co2)n1
    15.7, -0.9, -3.0, 2.2, 2.2, 2.1, 7.8, -2.7, 6.7
COc1ccc(CN2C(=O)CCC2(C)C(=O)NCc2cccnc2)c(OC)c1 (configuration not stated)
    1.8, 0.3, 0.1, 6.2, -0.6, -2.7, -0.5, -3.0, 1.4
CCOC(=O)N1CCN(Cc2nc3cc([N+](=O)[O-])ccc3n2CC)CC1
    -4.4, 0.0, -2.1, -4.3, -1.6, 4.8, -4.7, -2.6, -2.2
Cc1ccccc1OCC(=O)Nc1ccccc1N1CCCCC1
    -9.5, 2.8, 0.1, 8.4, -3.0, -3.5, 2.2, -2.2, 2.5
Cc1cccn2c(=O)c(C=O)c(N3CC(C)OC(C)C3)nc12 (configuration not stated)
    6.0, 4.3, -4.7, 3.1, 3.4, -3.0, 2.5, -4.1, 11.8
CC(=O)NC(=S)Nc1ccc(NC(=S)NC(=O)c2ccc([N+](=O)[O-])cc2)cc1
    3.7, -0.9, 0.8, 5.5, -1.8, 7.4, 0.9, 5.0, 2.9
NC(=O)CC[C@H](NC(=O)c1ccc(F)cc1)C(=O)OCC(=O)NCc1ccc(F)cc1
    -2.8, -1.8, 0.8, 7.2, -1.0, -2.1, 9.9, -1.5, 0.6
Oc1ccccc1Nc1ccccn1
    4.0, -1.2, -2.1, 4.4, -2.9, 1.7, 5.8, 2.4, -2.9
NS(=O)(=O)c1cccc(NC(=O)COC(=O)c2cc(-c3ccc(Cl)cc3)nc3ccccc23)c1
    -15.2, -0.9, 1.3, 2.5, 0.4, -98.9, -20.9, -52.8, -3.5
CCC(=O)NC(=S)Nc1cccc(Cl)c1N1CCCC1
    3.4, 1.6, -2.1, -0.3, -2.4, -4.4, 5.3, 2.4, 9.1
Oc1c(CN2CCCCC2)cc(COCc2ccccc2)c2cccnc12
    5.8, 1.8, -1.9, -1.4, -4.2, -4.0, -1.5, -1.9, 3.2
COc1ccc(-n2c(=S)[nH]c3cc(C(=O)NCc4cccnc4)ccc3c2=O)cc1
    -5.2, -0.3, 0.5, -3.2, 1.0, 2.3, 0.6, -1.0, -0.9
O=C(NCCCN1CCOCC1)c1ccccc1
    5.7, -0.5, 0.8, -1.5, -5.5, -4.5, 6.0, 0.7, 2.2
C[C@H](NC(=O)[C@@H]1Cc2ccccc2CN1)C(=O)NC[C@H]1CC[C@H](C(=O)O)CC1
    6.5, -0.1, 3.7, 3.8, 6.8, -5.5, -0.1, -2.9, -1.4
O=C(NCc1ccccc1)Oc1cccc(Cl)c1
    9.6, -1.5, -0.8, 5.1, 3.0, -3.9, 8.4, 1.7, 6.4
Cc1coc(NC(=O)CSc2nc(-c3ccc(Cl)cc3)cc(C(F)(F)F)c2C#N)n1
    39.9*, -4.5, -12.8, 6.3, 2.0, -1.5, 6.8, -7.8, 45.1*
COC(=O)c1cc(OC)c(OC)cc1NC(=O)c1cc(OC)cc(OC)c1
    -4.5, 0.8, -1.1, 2.7, -4.5, 1.3, 0.6, -0.7, -0.5
Cn1c(CSCc2ccccc2)nnc1SCC(=O)Nc1ccc(C(=O)O)cc1
    2.9, -3.2, -5.1, 3.4, -9.0, -7.3, -2.3, -8.1, -1.7
CCN=C(Nc1ccc(Cl)cc1)c1cccnc1
    4.6, 1.0, -4.8, 3.5, 6.7, 1.6, 5.3, -1.6, 3.0

(more compounds)
Each structure is followed by: MCL1 BIM primary, MEX-5 binding, TPT1 inhibitor, GLD-1 RNA inh, PAD4 inh, PME-1 primary, GSTO1 counter, Fam108B inh, BCLXL inh
N#CCSc1nnc(CNc2ccc(F)cc2)o1
    1.4, 1.9, -2.2, 1.4, 0.8, 4.3, 5.2, 0.5, 4.9
O=C1COc2ccc(C(=O)COC(=O)Cn3cnc4ccccc43)cc2N1
    -24.1, 1.3, -1.2, -13.8, 1.2, 3.7, -4.3, 6.2, -8.6
CC(N=C1NS(=O)(=O)c2ccccc21)C(=O)Nc1ccc(F)cc1Cl (configuration not stated)
    2.0, ., ., -4.5, -2.8, 1.8, ., ., 1.8
O=C(NC1CCCC1)c1cc(-c2ccc(Cl)c(Cl)c2)on1
    9.8, -0.2, -1.8, 7.1, -2.0, -4.5, 3.6, -2.9, 4.2

High-throughput results as filed in PubChem.
